Screening data (PubChem BioAssay)
PfHsp40 yeast = compounds rescuing yeast from Plasmodium falciparum HSP40 toxicity | S. cerevisiae expressing PfHsp40, growth rescue, ATP luminescence | growth rescue, % at 12.5 µM | 340,000 compounds, 0.68% hits | AID 504582; in the data active = growth rescue above about 28%, passing the limit was not always enough;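 note: yeast W303a lacking pdr1 and pdr3 grown in galactose medium; growth measured after three days at 30 °C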
SARS 3CLpro inh = SARS-CoV 3CLpro protease inhibition; P0C6X7; recombinant SARS-CoV 3CLpro, quenched FRET peptide cleavage; inhibition, % at 6 µM; 290,000 compounds, 0.14% hits; AID 1706; in the data active = inhibition above about 12%
PriA SSB inh = K. pneumoniae PriA-SSBct interaction inhibition | AlphaScreen SSBct-PriA binding, biotinylated peptide | 430,000 compounds, 0.6% hits | inhibition, % at 33 µM; in the data active = inhibition mostly above about 37%, no sharp cut-off; inactive = mostly below about 20%;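 note: plate controls were negative control peptide for no effect and reference peptide for full effect; strong numbers were not always called active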
BoNT-A LC inh2 = inhibitors of Botulinum neurotoxin A light chain protease | multiplex microsphere protease substrate cleavage, flow cytometry | inhibition, % at 10 µM | 360,000 compounds, 0.17% hits | AID 588499; note: plate controls were buffer without enzyme for full effect and enzyme alone for no effect
CCHF vOTU inh = CCHFV vOTU protease inhibition; Pep-AMC fluorescence; inhibition, % at 11.5 µM; 370,000 compounds, 0.55% hits; AID 651958; in the data active = inhibition above about 30%; note: 0% = vehicle wells with enzyme and 100% = no enzyme wells
Y pestis TopoI = Y. pestis Topo-I inhibition via cleavage products | Y. pestis Topo-I cleavage product accumulation, plate reader | 360,000 compounds, 0.064% hits | activity, % at 10 µM | AID 504884; in the data active = activity above about 50%, passing the limit was not always enough; note: inactives centre near 2
Vc quorum ag = inducers of Vibrio cholerae quorum light production without autoinducers. V. cholerae BH1578 lux reporter, luminescence, 6 h. activation, % at 18.7 µM. 350,000 compounds, 0.16% hits; in the data active = activation mostly above about 9.7%, no sharp cut-off; note: not every result past the cut was called active; inactives centre near 0; reference of the scale not given here
Anthrax LF prot = inhibitors of Bacillus anthracis lethal factor protease; P15917; multiplex microsphere protease cleavage assay, LF; inhibition, % at 10 µM; 360,000 compounds, 0.12% hits; note: plate controls were buffer without enzyme for full effect and enzyme alone for no effect
Target sequence (P15917 whole entry, looked up): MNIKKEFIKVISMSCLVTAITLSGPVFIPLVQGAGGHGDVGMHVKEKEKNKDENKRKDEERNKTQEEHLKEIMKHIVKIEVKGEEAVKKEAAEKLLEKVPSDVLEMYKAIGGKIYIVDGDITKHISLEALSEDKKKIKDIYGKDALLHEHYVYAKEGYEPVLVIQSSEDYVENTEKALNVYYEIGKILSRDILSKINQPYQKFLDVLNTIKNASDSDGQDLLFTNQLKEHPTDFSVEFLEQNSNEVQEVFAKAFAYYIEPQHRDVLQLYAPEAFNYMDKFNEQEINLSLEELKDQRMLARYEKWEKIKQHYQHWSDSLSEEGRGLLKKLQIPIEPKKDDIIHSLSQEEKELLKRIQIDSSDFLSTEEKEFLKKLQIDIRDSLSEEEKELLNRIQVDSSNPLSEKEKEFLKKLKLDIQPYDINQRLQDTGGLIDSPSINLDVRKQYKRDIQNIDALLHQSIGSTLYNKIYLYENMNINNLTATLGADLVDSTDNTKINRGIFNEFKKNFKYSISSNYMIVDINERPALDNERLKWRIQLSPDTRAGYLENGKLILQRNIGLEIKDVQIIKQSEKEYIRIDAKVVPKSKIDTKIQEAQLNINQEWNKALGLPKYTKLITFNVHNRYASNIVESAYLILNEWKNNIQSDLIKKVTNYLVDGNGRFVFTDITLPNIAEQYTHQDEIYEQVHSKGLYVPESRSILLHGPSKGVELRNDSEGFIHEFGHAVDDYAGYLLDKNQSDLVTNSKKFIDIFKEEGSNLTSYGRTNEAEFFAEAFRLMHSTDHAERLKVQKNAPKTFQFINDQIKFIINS
TcdB GH inh = TcdB glycohydrolase inhibition; P18177; TcdB glycohydrolase enzymatic assay, plate reader; inhibition, % at 9.99 µM; 350,000 compounds, 0.24% hits; in the data active = inhibition above about 10%
DUSP3 inh = inhibitors of human VHR1 phosphatase (DUSP3); recombinant VHR phosphatase, pNPP absorbance; 290,000 compounds, 0.52% hits; inhibition, % at 13.3 µM; in the data active = inhibition above about 50%; note: some compounds called inactive have numbers as strong as hits
Target sequence (P51452 whole entry, looked up): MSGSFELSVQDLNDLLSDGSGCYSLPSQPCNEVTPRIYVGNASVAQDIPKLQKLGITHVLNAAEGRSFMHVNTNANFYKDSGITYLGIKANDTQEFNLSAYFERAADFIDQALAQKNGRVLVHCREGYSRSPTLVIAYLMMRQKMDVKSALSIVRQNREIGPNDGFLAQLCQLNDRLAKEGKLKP
* marks the source's active call; other numbers are inactive results; i = inactive; . = no result given; & = joins results of further samples. Cut-off read from the data, not from the text of the source, unless noted: active = inhibition above about 30%; inconclusive = no clear call, values can overlap the other calls; inactive = below that. This is a subset, so the mix of outcomes need not match the whole.

SMILES	PfHsp40 yeast	SARS 3CLpro inh	PriA SSB inh	BoNT-A LC inh2	CCHF vOTU inh	Y pestis TopoI	Vc quorum ag	Anthrax LF prot	TcdB GH inh	DUSP3 inh
COc1ccc(N2CCN(C(=O)c3sc4ncn(CC(=O)N5CCCCC5C)c(=O)c4c3C)CC2)cc1 (stereo not given)	0.3	3.6	-8.3	0.4	7.7	29.4	-0.3	0.4	0.5	31.6
COc1ccc(F)cc1C(=O)C1CCCN(C(=O)CSc2ccccn2)C1 (stereo not given)	-0.6	3.4	-10.3	-0.2	-0.5	13.8	0.0	0.6	2.0	0.4
Cc1c(F)cccc1NS(=O)(=O)c1ccc(N2CCCC2=O)cc1	-0.1	.	1.7	0.8	7.2	4.4	-0.8	-2.9	6.7	.
CCN1CCN(C(=O)c2ccc3c(c2)c(C)c(C)n3Cc2ccccc2)CC1	-0.6	4.8	20.1	-1.5	-12.3	19.0	-0.2	-6.4	0.3	2.7
Fc1ccc(NC(=S)NC23CN4CN(CN(C4)C2)C3)cc1	-0.7	-4.9	-2.9	-0.2	-3.9	-2.2	-1.0	-2.5	.	-8.5
O=C(C1CCN(Cc2ccccc2)CC1)N1CCN(C/C=C/c2ccccc2)CC1	-0.2	2.5	-0.1	0.2	-1.7	7.9	-0.2	0.9	.	7.4
COc1ccc(OCC(=O)Nc2ccc(C)c(S(=O)(=O)N(C)C)c2)cc1	0.2	-0.1	-2.5	-0.4	10.8	-2.1	-0.2	-0.6	1.6	7.2
CCOC(=O)c1ccc(NCc2ccncc2)cc1	0.9	0.4	-9.2	-0.4	4.2	2.7	-0.2	-11.5	.	.
C/C(N)=C(/C#N)C(=O)CSc1nnc(C)n1-c1ccccc1	0.3	2.5	-11.1	0.3	8.8	-1.4	0.5	-7.5	-2.8	8.6
COc1ccc(NC(=S)N=Nc2c(O)[nH]c3ccccc23)cc1	3.5	-0.3	-2.9	2.3	1.4	-14.9	i	-3.9	0.4	8.4
CC(=O)NCCNc1nc2cc(-c3ccsc3)sc2c(=O)n1C	.	.	.	-0.1	-3.8	5.1	-0.1	6.7	1.4	.
O=C(O)CCSCCCN1C(=O)c2cccc3cccc(c23)C1=O	-1.1	1.4	-1.0&-10.8	-0.2	12.8	0.0	-0.2	1.1	-2.3	1.7
CCCCn1c(N)c(N(CCOC)C(=O)c2ccc(C)c(S(=O)(=O)N3CCCCC3)c2)c(=O)[nH]c1=O	-1.3	.	-4.3	1.6	-1.7	1.8	i	-1.8	-0.4	.
COc1ccc(/C=C/C(=O)NCc2cn(C)nc2C)cc1COc1ccc(Br)cc1	-0.4	-2.1	-13.3	-2.1	-14.2	2.5	0.5	-4.2	.	10.2
CCOc1ccc(NC(=O)CCN2CCN(c3ccccc3F)CC2)cc1	0.8	-3.3	-3.2	0.6	-2.0	16.7	-0.6	-2.9	.	16.6
Nc1c(C(=O)C2CC2)sc2nc(-c3ccccc3)cc(C(F)(F)F)c12	0.5	3.7	-25.3	8.1	6.7	12.0	i	-3.8	.	-28.7
COc1ccc(S(=O)(=O)N2CCCC(C(=O)NCc3cccnc3)C2)cc1OC (stereo not given)	-2.1	.	-8.9	-2.3	-0.6	5.9	i	-3.6	0.9	.
Cc1ccc(-c2c[n+](CC(=O)Nc3ccccc3)c3n2CCC3)cc1	-0.7	6.2	3.5	-3.6	-9.5	5.3	-0.8	-1.5	0.4	12.8
CCc1nc2c(OCc3ccccc3)cccn2c1N(C)C(=O)Nc1ccccc1OC	.	.	.	-0.2	19.8	7.5	1.2	-1.8	-0.1	.
Cc1cn([C@H]2C[C@H](O)[C@@H](CNC(=O)[C@H](N)Cc3cscn3)O2)c(=O)[nH]c1=O	.	.	.	-0.2	-3.8	2.4	-0.4	-1.1	0.7	.
CCCCn1c(N)c(Sc2ccccc2[N+](=O)[O-])c(=O)[nH]c1=O	-0.1	-7.1	-15.5	-1.0	5.2	-0.2	-3.8	11.0	-0.7	51.1*
Cc1ccc(Cn2ccc(=O)c(OCc3ccccc3)c2C)cc1	24.5	6.6	7.7	-1.5	-2.4	3.0	.	-10.8	.	22.3
Cc1cc(C)c(S(=O)(=O)c2ccccc2C(C)C)c(=O)[nH]1	0.4	-6.2	6.3	0.6	1.2	4.8	i	13.9	1.8	11.3
COc1ccc(OC)c(Nc2nc(C)nc3c2oc2ccccc23)c1	5.4	1.5	1.9	-4.6	-16.9	3.2	-0.5	-0.2	1.8	7.2

Some of the entries above, set out differently:
Each structure is followed by: PfHsp40 yeast, SARS 3CLpro inh, PriA SSB inh, BoNT-A LC inh2, CCHF vOTU inh, Y pestis TopoI, Vc quorum ag, Anthrax LF prot, TcdB GH inh, DUSP3 inh
Cc1cc(C)c(S(=O)(=O)c2ccccc2C(C)C)c(=O)[nH]1
 : 0.4, -6.2, 6.3, 0.6, 1.2, 4.8, i, 13.9, 1.8, 11.3
COc1ccc(OC)c(Nc2nc(C)nc3c2oc2ccccc23)c1
 : 5.4, 1.5, 1.9, -4.6, -16.9, 3.2, -0.5, -0.2, 1.8, 7.2

Next part:
SMILES	PfHsp40 yeast	SARS 3CLpro inh	PriA SSB inh	BoNT-A LC inh2	CCHF vOTU inh	Y pestis TopoI	Vc quorum ag	Anthrax LF prot	TcdB GH inh	DUSP3 inh
CC(=O)c1cccc(NC(=O)CCNS(=O)(=O)c2cccc3nonc23)c1	-1.7	3.2	-8.9	-0.3	-3.1	-16.3	-0.3	1.2	1.6	16.0
CSc1ccc(/C=C(\NC(=O)c2ccc(C)cc2)C(=O)Nc2cccc(C)c2)cc1	0.3	-1.4	-3.3	-0.5	5.4	-0.3	-2.7	1.2	.	23.7
O=C(C1CCC(Cn2c(=O)[nH]c3ccccc3c2=O)CC1)N1CCN(c2ccccc2)CC1 (stereo not given)	0.6	4.3	4.7	-0.2	6.8	11.6	-0.2	3.0	1.2	0.2
O=C(NNC(=O)c1ccc2ccccc2c1)c1cccc(Cl)c1	1.1	.	-4.4	-0.2	-0.9	-0.5	i	3.9	1.7	.
COc1ccc(-c2noc(C3CCCN(C(=O)c4ccccc4)C3)n2)cc1 (stereo not given)	0.7	4.9	-7.5	-1.2	-10.9	30.4	-0.5	-2.7	0.2	-3.1
O=C(Nc1ccc2c(c1)OCO2)c1cc(-c2cccc(O)c2)on1	-0.2	2.1	3.3	-0.1	5.3	-17.5	-0.3	2.7	-3.0	23.1
Cc1cccc(-c2nc(NCCCN3CCOCC3)c3ccccc3n2)c1	-0.1	2.3	-5.9	2.4	8.6	-1.2	-0.5	0.1	.	22.8
Cc1ccc(N(Cc2ccc(C(=O)NCC3CCCO3)cc2)S(C)(=O)=O)cc1C (stereo not given)	-0.1	0.0	-5.8	-0.6	3.4	5.1	-0.8	0.3	0.5	4.0
O=c1[nH]c(O)c(C=NC2CCCCC2)c(=O)[nH]1	-0.9	4.8	-2.9	-11.8	-15.5	6.1	-0.9	37.3*	0.0	-0.7
CCOC(=O)C1CCCN(C(=O)CN2CCN(Cc3ccc(Cl)cc3)C2=O)C1 (stereo not given)	.	-3.0	-6.8	.	2.2	.	.	.	.	-20.9
COc1ccc2c(c1)O/C(=C\c1ccccc1C)C2=O	0.9	0.8	-11.1	2.3	4.6	2.1	-0.4	8.1	1.1	-11.0
COCCn1cc(C(=O)NCc2cccs2)c2c3ccccc3n(C)c2c1=O	-0.1	-7.9	-2.2	0.2	-28.2	0.6	i	-2.5	.	10.7
Cc1cccc(NC(=O)CSc2nnc(Cn3cnc4ccccc43)o2)c1	1.5	-2.5	6.9	1.0	-4.3	3.0	i	-4.2	.	22.5
Cc1nn(-c2ccccc2)nc1CNC(=O)C1CC1	0.5	0.0	2.8	-0.9	3.3	3.5	0.0	5.0	2.0	21.7
COc1ccccc1NC(=O)CN1C(=O)NC2(CCCCCCC2)C1=O	-1.1	4.3	1.0	0.1	10.6	-8.4	-0.9	-4.0	0.8	16.9
CCCNC(=O)c1cc(C2CCCCN2C(=O)c2ccc(C(C)C)cc2)on1 (stereo not given)	.	.	.	0.4	20.7	27.3	-0.3	-5.3	1.3	.
CCn1c(CNC(=O)c2cccs2)nnc1SCC(=O)Nc1ccc(Cl)cc1	-1.0	-4.0	-9.0	-1.7	1.2	10.1	i	-4.9	.	35.8
Cc1ccc(NC(=C(C#N)C#N)c2ccccc2)cc1	.	.	.	0.7	9.4	-4.6	-5.3	-2.4	4.1	.
CCCN1C(=O)c2cc(C(=O)Nc3ccccc3C)ccc2C1Nc1ccccc1C (stereo not given)	-1.5	2.1	1.4	-0.4	3.1	-1.8	-0.4	2.0	1.3	31.0
CCOc1cccc(-c2c(C(=O)N/N=C(\C)c3ccncc3)nnn2-c2nonc2N)c1	-0.4	4.8	.	0.3	9.0	10.9	-11.1	0.0	-0.8	1.3
COc1cccc(N(CC(=O)Nc2cccc(F)c2)S(C)(=O)=O)c1	0.0	0.6	-23.3	-0.1	4.4	-0.5	.	3.2	-1.1	40.4
Cc1cccc(NC(=O)COc2coc(CN3CCN(c4ccccc4)CC3)cc2=O)c1C	-0.2	.	-8.8	3.1	4.9	29.2	i	-0.4	1.4	.
O=C(Nc1ccncc1)C1(c2ccccc2)CCCC1	-0.7	2.7	0.5	0.4	4.2	-6.4	7.1	-2.5	-2.0	24.9
CCOC(=O)N1CCN(C(=O)C2CC(=O)N(c3ccc(OC)cc3)C2c2ccc(OC)cc2)CC1 (stereo not given)	0.3	-3.5	-6.2	0.8	-10.9	12.9	i	6.3	.	4.4

Structural class: those above containing an NH in an aromatic ring (seven)
SMILES	PfHsp40 yeast	SARS 3CLpro inh	PriA SSB inh	BoNT-A LC inh2	CCHF vOTU inh	Y pestis TopoI	Vc quorum ag	Anthrax LF prot	TcdB GH inh	DUSP3 inh
COc1ccc(NC(=S)N=Nc2c(O)[nH]c3ccccc23)cc1	3.5	-0.3	-2.9	2.3	1.4	-14.9	i	-3.9	0.4	8.4
CCCCn1c(N)c(N(CCOC)C(=O)c2ccc(C)c(S(=O)(=O)N3CCCCC3)c2)c(=O)[nH]c1=O	-1.3	.	-4.3	1.6	-1.7	1.8	i	-1.8	-0.4	.
Cc1cn([C@H]2C[C@H](O)[C@@H](CNC(=O)[C@H](N)Cc3cscn3)O2)c(=O)[nH]c1=O	.	.	.	-0.2	-3.8	2.4	-0.4	-1.1	0.7	.
CCCCn1c(N)c(Sc2ccccc2[N+](=O)[O-])c(=O)[nH]c1=O	-0.1	-7.1	-15.5	-1.0	5.2	-0.2	-3.8	11.0	-0.7	51.1*
Cc1cc(C)c(S(=O)(=O)c2ccccc2C(C)C)c(=O)[nH]1	0.4	-6.2	6.3	0.6	1.2	4.8	i	13.9	1.8	11.3
O=C(C1CCC(Cn2c(=O)[nH]c3ccccc3c2=O)CC1)N1CCN(c2ccccc2)CC1 (stereo not given)	0.6	4.3	4.7	-0.2	6.8	11.6	-0.2	3.0	1.2	0.2
O=c1[nH]c(O)c(C=NC2CCCCC2)c(=O)[nH]1	-0.9	4.8	-2.9	-11.8	-15.5	6.1	-0.9	37.3*	0.0	-0.7
